Bioassay records deposited in PubChem BioAssay by National Center for Advancing Translational Sciences (NCATS).
PI4K2A block: inhibitors of human PI4K2A; purified PI4K2A, ADP-Glo luminescence, 1 h; active compounds read low; Q9BTU6; AID 1346378; 420,000 compounds, 0.13% hits; activity change, negative = inhibition, % at 76.9 µM; in the data active means activity change below about -50%; inconclusive means mostly about -30% to -49%;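 further: -100% = wells without enzyme as full effect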
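Compounds are screened against recombinant PI4K2A using PI as substrate and ATP, the latter dispensed at 300 microM. Reactions run one hour at ambient temperature before ADP-Glo detection; full inhibition defined by wells lacking enzyme.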
RGS4 inhibitor: human RGS4 inhibition. 390,000 compounds, 0.039% hits. Potency, µM (highest dose often 114 µM), for the others: top-dose activity change, negative = inhibition, usual class: inhibitors. Transcreener GDP fluorescence polarization, RGS4-accelerated GTP hydrolysis. P49798; further: potency means the concentration at half of the fitted maximal effect; on the % scale 0 is the no-effect control and ±100 the full control effect; nearly all actives have a fitted effect of over 75% in size; some results filed as inactive show a strong effect at the top dose
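MLSMR compounds (23 nl, pin-transferred) preincubated 10 min at room temperature with a 500nM (2x) first reagent, then RGS4 at 900nM (2x) plus Transcreener GDP mix added; fluorescence polarization (620/688 nm) read before and after 90 min at 30 °C.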
BAZ2B block: inhibitors of human BAZ2B bromodomain | AlphaScreen BAZ2B-H3K14Ac peptide displacement | Q9UIF8 | 360,000 compounds, 4.4% hits | Potency, µM (titrated, usually from 114 µM), for the others: at the highest dose activity change, negative = inhibition, hits mostly inhibitors; further: potency means the concentration at half of the fitted maximal effect; on the % scale 0 is the no-effect control and ±100 the full control effect; nearly all actives have a fitted effect of over 60% in size
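BAZ2B 50 nM plus b-H3(5-23)K14Ac 50 nM, PBS pH 7.4/0.01% Tween-20, 30 min RT; compound added (max 110 uM), 30 min RT; streptavidin donor/Ni-chelate acceptor beads 10 ug/mL final, 20 min dark; AlphaScreen read.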
ERG-DNA inh: ERG Ets/DNA interaction inhibition; fluorescence polarization, His-ERG Ets domain / labelled DNA; Potency, µM (series often up to 76.9 µM), for inactives: top-dose FP activity, negative = inhibition, hits mostly inhibitors; 370,000 compounds, 0.028% hits; AID 624246; active means well fitted inhibition curve with a large enough effect in the polarisation, with a control signal flat; inconclusive means small, poorly fitted or top-dose-only effect, or effect the other way, or a change in a side signal; inactive means no such curve, though single readings can be large or run the other way; the % refers to the polarisation;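 further: polarization taken with two DNA probes labelled with fluorescein and Texas red; potency means the concentration at half of the fitted maximal effect; % of control where 0% means no effect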
Target sequence (P11308 whole entry, looked up, the tested form may be a part): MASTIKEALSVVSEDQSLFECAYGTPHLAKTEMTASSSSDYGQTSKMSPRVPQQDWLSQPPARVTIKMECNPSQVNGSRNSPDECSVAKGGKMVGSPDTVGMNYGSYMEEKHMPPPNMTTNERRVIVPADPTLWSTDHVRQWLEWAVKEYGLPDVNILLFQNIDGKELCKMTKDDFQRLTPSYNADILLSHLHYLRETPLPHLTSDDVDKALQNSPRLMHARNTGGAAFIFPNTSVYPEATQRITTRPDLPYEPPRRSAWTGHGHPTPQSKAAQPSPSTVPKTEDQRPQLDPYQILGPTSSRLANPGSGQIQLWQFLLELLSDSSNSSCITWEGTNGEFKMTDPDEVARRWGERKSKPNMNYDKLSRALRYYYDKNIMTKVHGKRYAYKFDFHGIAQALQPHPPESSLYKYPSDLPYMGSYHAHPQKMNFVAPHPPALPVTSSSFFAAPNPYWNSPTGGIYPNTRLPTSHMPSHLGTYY
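His-tagged ERG Ets domain (1 uM in the protein solution; 300mM KCl, 50mM Tris-HCl, 1mM EDTA, 1mM DTT, pH 7.5) received compound, then a probe mix of 5 nM fluorescein-DNA and 100nM Texas-615-DNA. Fluorescence polarization was read for both dyes.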
JMJD2A Tudor inh: blocks the human JMJD2A Tudor domain; AID 504339; O75164; Potency, µM (highest dose often 114 µM), for inactives: at the highest dose activity change, negative = inhibition, actives largely listed as inhibitors; AlphaScreen JMJD2A-Tudor / H3K4me3 peptide binding; 390,000 compounds, 4.4% hits; further: potency means the concentration at half of the fitted maximal effect; on the % scale 0 is the no-effect control and ±100 the full control effect; nearly all actives have a fitted effect of over 50% in size
GLS inh: inhibitors of human glutaminase (GLS); O94925; GLS enzymatic activity, qHTS titration; Potency, µM (titrated, usually from 45.5 µM), for inactives: at the highest dose activity change, negative = inhibition, most hits filed as inhibitors; 410,000 compounds, 0.21% hits; AID 624170; further: potency means the concentration at half of the fitted maximal effect; on the % scale 0 is the no-effect control and ±100 the full control effect
Target sequence (O94925 whole entry, looked up): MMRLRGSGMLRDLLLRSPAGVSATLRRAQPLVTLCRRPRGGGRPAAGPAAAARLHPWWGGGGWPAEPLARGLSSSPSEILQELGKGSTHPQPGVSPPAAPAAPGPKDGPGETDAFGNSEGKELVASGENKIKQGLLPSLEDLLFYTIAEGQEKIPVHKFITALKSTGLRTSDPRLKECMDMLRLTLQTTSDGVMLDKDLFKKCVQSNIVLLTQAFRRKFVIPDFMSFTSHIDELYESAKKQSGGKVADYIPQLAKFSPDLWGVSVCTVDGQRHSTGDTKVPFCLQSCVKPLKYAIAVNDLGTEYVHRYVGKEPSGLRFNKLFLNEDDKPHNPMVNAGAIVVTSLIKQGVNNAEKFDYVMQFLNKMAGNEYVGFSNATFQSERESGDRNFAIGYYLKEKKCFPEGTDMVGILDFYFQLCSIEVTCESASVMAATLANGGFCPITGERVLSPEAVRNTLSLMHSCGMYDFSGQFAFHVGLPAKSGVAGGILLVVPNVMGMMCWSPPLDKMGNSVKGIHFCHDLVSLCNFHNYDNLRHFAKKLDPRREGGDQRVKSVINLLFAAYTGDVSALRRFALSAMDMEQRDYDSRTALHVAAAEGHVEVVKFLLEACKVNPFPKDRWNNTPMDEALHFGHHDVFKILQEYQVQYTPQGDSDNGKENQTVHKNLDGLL
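Read-out is an Amplex red fluorescence increase coupled through glutamate oxidase and HRP, measured before and after 30 min room-temperature incubation. hKGA is in 45 mM KH2PO4 (pH 8.2) with 0.02% Tween-20; glutamine added as 1mM solution.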
G9a block: G9a (human) methyltransferase inhibition; Q96KQ7; G9a H3K9 monomethylation, AlphaScreen, 2 h; Potency, µM (top dose mostly 102 µM), for inactives: top-dose activity, negative = inhibition, hits mostly inhibitors; 350,000 compounds, 8.8% hits; AID 504332; further: potency means the concentration at half of the fitted maximal effect; on the % scale 0 is the no-effect control and ±100 the full control effect; nearly all actives have a fitted effect of over 75% in size
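AlphaScreen detection with an anti-monomethyl H3K9 antibody quantified product after a 2 h room-temperature reaction containing 500 nM biotinylated H3K9 peptide, 20 µM SAM and 20 nM enzyme, which had been preincubated 15 min with compound.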
ALOX12 inh: inhibitors of human 12S-lipoxygenase ALOX12 | purified 12hLO, xylenol orange hydroperoxide absorbance | Potency, µM (titrated, usually from 108 µM), inactives show at the highest dose activity change, negative = inhibition, most hits filed as inhibitors | 580,000 compounds, 1.1% hits; further: potency means the concentration at half of the fitted maximal effect; on the % scale 0 is the no-effect control and ±100 the full control effect
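Hydroperoxide product was detected by ferrous iron/xylenol orange as the 573 to 405 nm absorbance ratio. Arachidonic acid at 40 uM (final) was turned over for 30 min at room temperature by 150 nM human 12hLO, pH 7.0 Hepes buffer, after 15 min compound preincubation.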
HP1b chromo inh: blocks HP1-beta chromodomain binding to methylated histone tails. 390,000 compounds, 0.56% hits. AlphaScreen HP1-beta / biotin-H3K9me3 peptide binding. P83916. AID 540317. Potency, µM (top dose mostly 114 µM), without a hit: at the highest dose activity change, negative = inhibition, usual class: inhibitors; further: potency means the concentration at half of the fitted maximal effect; nearly all actives have a fitted effect of over 70% in size; inactives centre near 23
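AlphaScreen: HP1-beta (50 nM) preformed 30 min with biotin-H3(1-18)K9me3 peptide (50 nM) in PBS pH 7.4, 0.01% Tween-20. Compound added for 30 min at RT, then streptavidin donor/nickel chelate acceptor beads (10 ug/mL) for 30 min.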
* = called active by the depositor; ? = inconclusive; . = not tested or not shown; [ ] = dose if it differs, or a comment. Unless noted, the call rests on the fitted dose curve; in most records, active means well fitted curve in the direction sought with a large enough effect; inconclusive means small, poorly fitted or top-dose-only effect, or another doubt; inactive means no such curve, though single readings can be large; an effect the other way counts as inactive or inconclusive.

Every second line gives: PI4K2A block | RGS4 inhibitor | BAZ2B block | ERG-DNA inh | JMJD2A Tudor inh | GLS inh | G9a block | ALOX12 inh | HP1b chromo inh
COc1cc(C2Nc3ccccc3C(=O)N2c2ccccc2)ccc1O (stereo unspecified)
    2 | 13% | 3% | -8% | -2% | 1% | 31%[activator][59 µM] | 18% | 25%
O=c1cc2oc3cc(O)c(O)cc3c(-c3ccccc3O)c-2cc1O
    -8 | -36% | 7.9µM* | 2% | 4µM* | -26% | 16µM* | . | 14µM*
CCN1CCN(C2CCCCC2NS(=O)(=O)c2ccc(Cl)cc2)CC1 (stereo unspecified)
    -2 | -6%[56.9 µM] | -4%[57.1 µM] | 4% | -29% | 8% | -1% | . | 23%
COc1coc(/C=C/C(=O)O)cc1=O
    -3 | 5% | -1% | 7% | -8% | 21% | -36% | -6% | 15%
C=CCOCCN1C(=O)C2C(c3ccccc3)C=CC(c3ccccc3)C2C1=O (stereo unspecified)
    -25 | -15% | -5% | 5% | -20% | 0% | -33%[59 µM] | ? | 23%
CC(CCc1ccccc1)NC(=O)CSc1ccccn1 (stereo unspecified)
    -1 | 7% | -13% | 0% | -9% | 0% | 0% | 109%[activator] | 26%
COc1ccccc1OCCCC(=O)Nc1nccs1
    1 | 7% | 3% | 5% | -11% | 3% | . | -10% | 42%[activator]
COc1ccccc1CCNC(=O)Cc1c(C)c2cc3c(C)coc3cc2oc1=O
    -5 | -28% | -2% | -6% | -10% | -4% | 3%[59 µM] | -2% | 35%
CC(C)(C)C1(C)OC(C(N)=O)C(C(N)=O)O1 (stereo unspecified)
    3 | -13% | -4% | -8% | -14% | -1% | 7% | 21% | 71%[activator]
N#Cc1c(C(F)(F)F)cc(-c2cccs2)nc1SCc1ccccc1F
    3 | 5% | 13% | 4% | 18% | 5% | 15%[59 µM] | 2% | 36%[activator]

Quoted at random: 2 compounds from above, in no set order.
Every second line gives: PI4K2A block | RGS4 inhibitor | BAZ2B block | ERG-DNA inh | JMJD2A Tudor inh | GLS inh | G9a block | ALOX12 inh | HP1b chromo inh
C=CCOCCN1C(=O)C2C(c3ccccc3)C=CC(c3ccccc3)C2C1=O (stereo unspecified)
    -25 | -15% | -5% | 5% | -20% | 0% | -33%[59 µM] | ? | 23%
CC(C)(C)C1(C)OC(C(N)=O)C(C(N)=O)O1 (stereo unspecified)
    3 | -13% | -4% | -8% | -14% | -1% | 7% | 21% | 71%[activator]

(continued)
Every second line gives: PI4K2A block | RGS4 inhibitor | BAZ2B block | ERG-DNA inh | JMJD2A Tudor inh | GLS inh | G9a block | ALOX12 inh | HP1b chromo inh
CCOC(=O)C1=C(CN2CCN(CC)CC2)NC(=O)NC1c1ccc(Cl)cc1 (stereo unspecified)
    8 | 0% | . | -2% | -2% | -11% | -24%[59 µM] | -29% | 39%[activator]
CNS(=O)(=O)c1cccc(C(=O)OC2CCCCC2=O)c1 (stereo unspecified)
    7 | -4% | -1% | 0% | -2% | 3% | 13µM* | 0% | 14%
O=C(CCc1nc2ccccc2s1)NC1CCOC1=O (stereo unspecified)
    -1 | -2%[11.4 µM] | 14% | 2% | -9%[11.4 µM] | 15% | 40%[59 µM] | -7% | -11%
COc1ccc(/C=C(/NC(=O)c2ccccc2)C(=O)N/N=C/c2ccncc2)cc1
    7 | -7% | 4% | -10% | -1% | -5% | 12% | -8% | 34%
Cc1nonc1C1CCCN1Cc1nc(-c2ccccc2Cl)oc1C (stereo unspecified)
    3 | 22% | 2% | -16% | -14% | -2% | . | -2% | 39%[activator]
Cc1nnc2c(-c3ccccc3)nc3ccccc3n12
    -2 | -6% | -6% | -10% | 12% | -8% | -2%[12.7 µM] | 6% | 18%
Cc1ccc2nc(-c3ccccc3N)[nH]c2c1
    ? | ? | -22% | -4% | -30%[57.1 µM] | 1% | 12%[59 µM] | -3% | 6%
Cn1nnnc1SCc1nnc(-c2ccc(F)cc2)o1
    0 | -46% | 3% | -6% | -17% | 3% | 11%[59 µM] | -1% | 18%
CCOC(=O)c1c(S(=O)(=O)Nc2ccc(F)cc2C)c(C)n(C)c1C
    6 | 9% | ? | 3% | -30% | 1% | 4% | 39%[activator] | 4%
COc1ccccc1Nc1nnc(SCc2cc(=O)n3cc(C)ccc3n2)s1
    -3 | -19% | -28% | 0% | -8% | 0% | 13µM* | -21% | 32%

Just JMJD2A Tudor inh and GLS inh (2 entries from above):
Structure	JMJD2A Tudor inh	GLS inh
Cn1nnnc1SCc1nnc(-c2ccc(F)cc2)o1	-17%	3%
CCOC(=O)c1c(S(=O)(=O)Nc2ccc(F)cc2C)c(C)n(C)c1C	-30%	1%

Structures above that bear a hit mark in HP1b chromo inh:
Every second line gives: PI4K2A block | RGS4 inhibitor | BAZ2B block | ERG-DNA inh | JMJD2A Tudor inh | GLS inh | G9a block | ALOX12 inh | HP1b chromo inh
O=c1cc2oc3cc(O)c(O)cc3c(-c3ccccc3O)c-2cc1O
    -8 | -36% | 7.9µM* | 2% | 4µM* | -26% | 16µM* | . | 14µM*

Next part:
SMILES	PI4K2A block	RGS4 inhibitor	BAZ2B block	ERG-DNA inh	JMJD2A Tudor inh	GLS inh	G9a block	ALOX12 inh	HP1b chromo inh
CC(=O)Nc1ccc(S(=O)(=O)N(C)c2ccccc2)cc1	4	-35%	3%	4%	-6%	-3%	-7%[59 µM]	0%	30%
COC(=O)Cc1ccc(NC(=S)Nc2ccc(N3CCOCC3)cc2)cc1	-11	-29%	-19%	11%	-19%	29%	?	-15%	-8%
CC1(C)NC(=O)N(CCCSc2ccc(Cl)cc2)C1=O	0	7%	1%	-2%	1%	1%	-3%	-2%	28%
CC(=O)c1c(C)[nH]c(C(=O)OCC(=O)NCCC(C)C)c1C	0	27%	-26%	0%	-10%	-2%	5%	-16%	8%
O=C1CC(=O)C(n2cncn2)C(c2c(F)cccc2Cl)C1 (stereo unspecified)	-9	-8%	10%	-5%	-28%	19%	12%[59 µM]	-21%	8%
O=c1c2c3c(sc2ncn1/N=C/c1ccc([N+](=O)[O-])o1)CCCC3	-1	-14%	?	-3%	?	0%	9%	?	-24%
Cc1ccc(S(=O)(=O)Nc2nc(C)c(C(=O)Nc3ccccc3)s2)cc1	-1	8%	-27%	-4%	-8%	3%	?	?	29%
CN(C)C1(CNC(=O)C2CCN(S(=O)(=O)c3c(Cl)cccc3Cl)CC2)CCCCC1	0	-8%	8%	5%	-16%	3%	-28%	0%	11%

3 structures from above, ordered by SMILES length, ascending.
SMILES	PI4K2A block	RGS4 inhibitor	BAZ2B block	ERG-DNA inh	JMJD2A Tudor inh	GLS inh	G9a block	ALOX12 inh	HP1b chromo inh
Cc1nnc2c(-c3ccccc3)nc3ccccc3n12	-2	-6%	-6%	-10%	12%	-8%	-2%[12.7 µM]	6%	18%
Cc1nonc1C1CCCN1Cc1nc(-c2ccccc2Cl)oc1C (stereo unspecified)	3	22%	2%	-16%	-14%	-2%	.	-2%	39%[activator]
COc1ccccc1Nc1nnc(SCc2cc(=O)n3cc(C)ccc3n2)s1	-3	-19%	-28%	0%	-8%	0%	13µM*	-21%	32%

Carrying on:
SMILES	PI4K2A block	RGS4 inhibitor	BAZ2B block	ERG-DNA inh	JMJD2A Tudor inh	GLS inh	G9a block	ALOX12 inh	HP1b chromo inh
O=C(Nc1ccc(F)cc1)c1cc(S(=O)(=O)N2CCCCC2)cs1	4	-18%	1%	13%	-8%	-4%	27%[12.7 µM]	0%	41%[activator]
CCc1nc(C)cn1S(=O)(=O)c1cc(F)ccc1OC	1	14%	-23%	1%	-6%	-5%	-1%	-7%	27%
O=c1nc(-c2ccccc2Cl)c2cc(F)ccc2[nH]1	4	13%	-7%	3%	-12%	3%	60%	-1%	32%
COCCNS(=O)(=O)c1ccc(C2CNC(=O)C2)cc1 (stereo unspecified)	2	-16%	-5%	7%	1%	0%	23%	256%[activator]	42%[activator]
O=C(/C=C/c1ccccc1[N+](=O)[O-])NCCCN1CCCC1=O	11	36%	-11%	3%	-9%	-1%	3%	16%	36%
CCCC(=O)Nc1ccc(-c2cnc(-c3ccc(NC(=O)CCC)cc3)nc2)cc1	-3	11%	3%	-10%	7%	4%	21%	-8%	-5%
COc1ccc(NC(=O)c2nc[nH]c2C(=O)Nc2ccccc2C)cc1	6	31%	-9%	-4%	-18%	0%	-2%	0%	45%[activator]
O=C(Nc1cnn(Cc2ccccc2)c1)NC12CC3CC(CC(C3)C1)C2	6	-18%	-11%	-3%	-27%	8%	-34%[59 µM]	?	22%

SMILES	PI4K2A block	RGS4 inhibitor	BAZ2B block	ERG-DNA inh	JMJD2A Tudor inh	GLS inh	G9a block	ALOX12 inh	HP1b chromo inh
CCC(=O)NC(=S)Nc1ccc(NC(=O)COc2ccc([N+](=O)[O-])cc2)cc1	4	-29%	-13%	0%	-13%	-6%	-39%	-26%	38%
Cc1onc(-c2c(F)cccc2Cl)c1C(=O)OCC(=O)c1c[nH]c2ccccc12	-1	13%	-3%	17%	-27%	-5%	-6%[59 µM]	4%	0%
CCn1c(SCC(=O)Nc2cc(C)on2)nc2c([nH]c3ccccc32)c1=O	0	-24%	1%	-4%	-6%	2%	-40%	5%	32%
c1ccc(C2=Nc3cccnc3C(c3ccccc3)=NN2)cc1	4	13%	-14%	7%	-29%	10%	-30%	7%	15%

Not all compounds are listed (hit frequency here may not be typical).
